# Screening results deposited in PubChem by several laboratories.
# COUP-TFII inh – inhibitors of human COUP-TFII (NR2F2). HEK293T NGFI-A luciferase reporter, luminescence. inhibition, % at 8.6 µM. actives 0.7% (n = 370,000);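 active = inhibition above a per-plate cutoff, mean inhibition of test wells between control levels plus 3 SD, cut at about 38% in these data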;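 also: cells cotransfected with COUP-TFII expression vector driving the NGFI-A reporter; 0% = median of COUP-TF2 test wells and 100% = reporter-only cells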
# Target sequence (P24468 whole entry, looked up): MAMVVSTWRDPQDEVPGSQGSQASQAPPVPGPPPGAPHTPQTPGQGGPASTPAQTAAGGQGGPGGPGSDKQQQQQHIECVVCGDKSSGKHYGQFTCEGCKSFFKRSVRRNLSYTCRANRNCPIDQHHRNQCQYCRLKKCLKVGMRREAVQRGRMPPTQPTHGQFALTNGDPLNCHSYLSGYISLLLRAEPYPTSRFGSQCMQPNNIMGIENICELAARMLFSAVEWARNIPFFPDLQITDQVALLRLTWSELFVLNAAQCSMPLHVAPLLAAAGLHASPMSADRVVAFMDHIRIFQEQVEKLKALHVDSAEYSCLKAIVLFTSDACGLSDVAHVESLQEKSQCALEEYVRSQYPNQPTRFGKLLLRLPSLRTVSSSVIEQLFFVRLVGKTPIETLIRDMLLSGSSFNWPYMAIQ
# Shn3 inh set2 – inhibitors of Schnurri-3 3'UTR reporter in osteoblasts; Clone20 osteoblast Shn3 3'UTR firefly luciferase, 24 h; inhibition, % at 12.5 µM; actives 0.52% (n = 360,000);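 active = mean inhibition of at least 75% with every replicate also reaching 75%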;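 also: 0% = median of neutral control wells and 100% = pilot-screen positive control compound; some compounds past the cut are filed as inactive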
# LMP1 NFkB inh – reduces LMP1-driven NF-kappaB luciferase signal; actives 0.69% (n = 350,000); inhibition, % at 12.5 µM; LMP1-induced NF-kappaB luciferase reporter cells, luminescence; in the data active = inhibition above about 41%;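 also: 0% = neutral control wells and 100% = reference inhibitor control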
# NCOA1 inh – inhibits human SRC1 coactivator | Q15788 | HEK293 GAL4-SRC1 luciferase reporter, luminescence | inhibition, % at 3.6 µM | actives 0.12% (n = 360,000) | AID 588354;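 active = inhibition above the campaign mean plus 3 SD, with each screening campaign given its own cutoff, cut at about 60% in these data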;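 also: 0% = DMSO treated cells and 100% = gossypol at 36 µM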
# NR5A2 inv ag – NR5A2 inverse agonism in reporter assay. O00482. HEK293T StAR-luciferase reporter, LRH-1 transfected, 24 h. inhibition, % at 3.6 µM. actives 0.13% (n = 360,000);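 active = inhibition above the mean inhibition of all tested compounds plus 3 SD, cut at about 73% in these data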;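 also: 0% = DMSO wells and 100% = reporter-only cells lacking LRH-1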
# Target sequence (O00482 whole entry, looked up): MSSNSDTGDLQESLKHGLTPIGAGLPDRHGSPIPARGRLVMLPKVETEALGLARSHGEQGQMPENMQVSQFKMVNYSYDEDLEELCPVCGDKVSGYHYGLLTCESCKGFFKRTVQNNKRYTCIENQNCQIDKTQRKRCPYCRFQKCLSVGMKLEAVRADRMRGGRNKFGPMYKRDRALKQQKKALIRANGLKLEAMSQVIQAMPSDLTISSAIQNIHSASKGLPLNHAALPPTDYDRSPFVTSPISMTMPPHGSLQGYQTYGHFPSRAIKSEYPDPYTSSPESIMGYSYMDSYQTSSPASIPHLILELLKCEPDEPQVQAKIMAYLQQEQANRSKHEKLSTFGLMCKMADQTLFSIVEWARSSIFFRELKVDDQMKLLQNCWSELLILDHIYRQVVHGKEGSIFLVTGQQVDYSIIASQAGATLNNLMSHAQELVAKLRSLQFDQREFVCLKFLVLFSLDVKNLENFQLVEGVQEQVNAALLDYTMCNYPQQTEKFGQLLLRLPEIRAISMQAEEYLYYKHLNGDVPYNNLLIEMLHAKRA
# NCOA3 inh – inhibitors of human steroid receptor coactivator 3 (SRC3); HEK293 GAL4-SRC3 luciferase reporter, luminescence; actives 0.17% (n = 360,000); AID 588352; inhibition, % at 3.6 µM;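 active = inhibition above a per-campaign cutoff, the mean of all compounds plus 3 SD, cut at about 60% in these data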;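 also: 0% = DMSO-treated cells and 100% = gossypol-treated cells at 36 µM; higher means less SRC3-driven luciferase light from the GAL4 reporter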
# CF NFkB inh – cystic fibrosis NF-kB activation inhibition; KKLEB NF-kB-GFP reporter, PAF-induced, GFP fluorescence overnight; inhibition, % at 5 µM; actives 0.86% (n = 360,000); AID 588850;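 active = at least 50% inhibition at 5 µM, scaled per plate between neutral and stimulator controls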;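 also: PAF is a Pseudomonas aeruginosa culture filtrate used as stimulus; plate controls were PAF-stimulated DMSO wells for no effect and unstimulated DMSO wells for full effect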
# KKLEB cytotox – CF airway cell cytotoxicity counter-screen. actives 0.36% (n = 360,000). activity change (cytotoxicity), % at 5 µM. AID 602141. KKLEB CF airway cells viability, ATPlite luminescence, overnight; active compounds read low; cells stimulated with P. aeruginosa culture filtrate;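 active = corrected activity change at or below -50% at 5 µM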
# TWEAK-Fn14 inh – TWEAK-Fn14 signaling inhibition | TWEAK-stimulated Fn14 reporter cells, luciferase luminescence, 8 h | inhibition, % at 10 µM | actives 2% (n = 360,000) | AID 1159606; in the data active = inhibition above about 50%
# TROY NFkB inh – blocks TROY-dependent signaling in reporter cells | Q293 LMP1-TROYcd NF-kB luciferase reporter, 4 h | inhibition, % at 10 µM | actives 0.98% (n = 360,000) | AID 1347056;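 active = compounds whose plate-normalised and pattern-corrected inhibition of the luciferase reporter signal at the single screening dose is 50% or more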
# C8 TRAIL sens – sensitizes caspase-8 expressing cells to TRAIL | NB7+C8 cells + TRAIL, ATPlite viability luminescence | inhibition (viability loss, TRAIL sensitization), % at 10 µM | actives 1% (n = 360,000) | AID 624354;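 active = compounds causing at least 50% loss of cell viability in the single-dose screen, relative to plate controls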
# Numbers without * were called inactive; nt = not tested or not shown. The list is partial. The share of hits here may be higher or lower than overall.
SMILES,COUP-TFII inh,Shn3 inh set2,LMP1 NFkB inh,NCOA1 inh,NR5A2 inv ag,NCOA3 inh,CF NFkB inh,KKLEB cytotox,TWEAK-Fn14 inh,TROY NFkB inh,C8 TRAIL sens
Cc1ccsc1C1C2=C(CC(C)(C)CC2=O)Nc2ncnn21 (stereo not drawn),-7,-1,-12,-5,7,-19,-16,-8,9,-1,-6
C[C@@H](c1ccccc1)N1C[C@H](COCc2ccccc2)Oc2cc(N3CC[C@H](N(C)C)C3)ccc2S1(=O)=O,-2,nt,nt,nt,-1,nt,nt,nt,12,-12,16
COc1cc(OC)c(N(C)S(=O)(=O)c2cccc(C(=O)OCC(=O)NCc3ccco3)c2)cc1Cl,0,13,-13,-7,-22,-3,9,2,29,22,-4
Cc1cc2c(C)nc(N/N=C/c3ccc(F)cc3)nc2o1,-15,-7,6,-25,-11,-1,-4,-10,0,-29,4
CCOc1cc(N2CCOCC2)c(OCC)cc1NC(=O)c1ccc(C)s1,7,6,8,7,3,-8,-5,-3,12,40,-3
O=C(Cc1ccc(Cl)cc1)N1CCC2(CC1)NCCc1[nH]cnc12,-34,-1,-12,-19,14,6,-19,20,-3,-2,5
CC(C)C(=O)Nc1ccc2c(c1)nc(CCN1CCCCC1)n2C,-10,-2,0,-18,-15,4,-14,-7,5,-2,-17
Cc1ccc(-c2nnc(NC(=O)CCS(=O)(=O)c3ccccc3)o2)c(C)c1,-1,-3,-3,-3,-33,-24,37,-9,12,-17,12
CCOC(=O)c1sc2nc3c(SCCC#N)cc(C(=O)c4cc(F)ccc4O)cn3c(=O)c2c1C,2,-14,-2,-14,13,6,-2,5,2,9,-6
Cc1ccc(C)c(S(=O)(=O)Nc2ccc(C(=O)NCCCN3CCCC3=O)cc2)c1,3,-8,3,-5,-10,-4,-15,-3,-10,1,-6
Cc1cccc(NC(=O)c2cccc(N3C(=O)C4CCC(C)CC4C3=O)c2)c1C (stereo not drawn),12,7,-4,-16,-7,29,-6,-2,-2,2,-5
CCCCOc1cccc(NC(=O)CSc2nccn2C)c1,-3,-26,-4,-8,-9,6,4,6,-11,-36,-14
Cc1c(C(=O)Nc2ccc(Nc3ccccc3)cc2)cccc1[N+](=O)[O-],10,11,-24,14,24,-2,-5,8,2,18,4
CN(C)c1nc(-c2ccccc2)ns1,-26,-20,-15,-159,-29,-2,12,-9,-15,-43,7
CCc1nc(CNC(=O)c2cc(OC)c(OC)c(OC)c2)no1,9,-32,2,-6,4,24,-14,6,-7,-6,0
CC(=O)Nc1ccc(C(=O)NNS(=O)(=O)c2ccc(C)cc2)cc1,14,-16,1,13,0,20,10,-8,-10,10,14
CC(OC(=O)c1cccs1)C(=O)NCC1CCCO1 (stereo not drawn),13,-8,12,-22,7,-6,2,-6,-6,8,-11
CCCCC(=O)Nc1cc(OCC)c(NC(=O)c2ccccc2[N+](=O)[O-])cc1OCC,3,15,0,-12,-30,10,-12,3,-4,0,-11
CCc1cc2ccc(C)cc2nc1SCC(=O)c1ccc(NC(C)=O)cc1,-5,7,5,-11,6,7,5,-11,-21,-4,14
O=C(c1cc2cc(Br)ccc2o1)N1CCN(c2ccccc2)CC1,-40,-1,-3,-33,-72,-55,-27,21,-39,-48,7
CCN1C(=O)/C(=C\N(C)C)S/C1=N\S(=O)(=O)c1ccccc1,1,1,-3,3,-18,-2,3,10,37,-3,-4
COc1cc(/C=C2\C(=N)N3N=C(C)SC3=NC2=O)cc(Cl)c1OCCOc1ccc(NC(C)=O)cc1,25,-1,12,-4,-10,-10,-19,12,13,21,0
O=C(Cn1nc(Cc2cccnc2)c2ccccc2c1=O)Nc1cccnc1Cl,-5,11,1,2,-21,7,-11,3,-9,18,5
CCOc1ccc(S(=O)(=O)N2CCCCC2)cc1NC(=O)C1CCC1,-18,-6,-15,-10,-11,22,-21,18,10,-17,-11
O=C(c1cc(-c2ccccc2Cl)nc2ccccc12)N1CCN(c2ccccn2)CC1,nt,18,23,-6,0,13,5,-5,-2,10,18
# More entries.
SMILES,COUP-TFII inh,Shn3 inh set2,LMP1 NFkB inh,NCOA1 inh,NR5A2 inv ag,NCOA3 inh,CF NFkB inh,KKLEB cytotox,TWEAK-Fn14 inh,TROY NFkB inh,C8 TRAIL sens
CC(C)(C)CN1CCNC(=O)C1CC(=O)NCCc1cnn(-c2ccccc2)c1 (stereo not drawn),3,18,-4,-18,-1,6,-5,6,19,-4,7
CCOC(=O)CSc1nc2c(c(=O)n1-c1ccc(OCC)cc1)SCC2,1,-2,-3,-8,1,-17,6,-2,-14,-2,-13
Cc1cc(NC(=O)CSc2c(C)[nH]c3ccccc23)no1,-7,-13,-2,3,3,-24,27,-14,7,11,-1
CCN1CCN(c2nc(Nc3cccc(F)c3)nc(N)c2[N+](=O)[O-])CC1,-1,15,-18,6,-18,-7,2,-7,-3,8,-22
Cc1c(C(=O)NCCc2ccc(Cl)cc2)sc2nc3n(c(=O)c12)CCC3,3,-19,-4,-9,-13,-9,17,3,-17,-35,6
COC(=O)c1ccccc1OC(=O)c1ccc(Br)o1,7,1,-5,-3,2,7,-5,1,-7,4,2
COc1ccc(C(C)(NC(C)=O)c2nc(-c3cccc(F)c3)cs2)cc1 (stereo not drawn),8,-10,nt,2,-7,0,18,6,-24,-7,-9
COc1ccc(NC(=O)CO/N=C2\CCCc3nonc32)cc1,11,-10,-2,4,4,-10,12,3,-11,-1,-5
CC(=O)Nc1ccc(C2(c3ccc(NC(C)=O)cc3)C(=O)Nc3ccccc32)cc1,12,-12,-2,8,-12,20,3,8,10,12,-1
CCOC(=O)c1ccc(NC(=O)CN(C)S(=O)(=O)c2ccc(Br)s2)cc1,-6,13,2,2,-2,21,3,1,25,-2,-8
Cc1ccccc1CCNC(=O)c1cc(C2CC2)nc2c1cnn2C(C)C,-19,11,4,-5,17,4,19,-8,2,0,-9
COc1cccc(C2=Cc3ccc(F)cc3C(CC(C)=O)N2c2ccc(-c3cc(OC)c(OC)c(OC)c3)cc2)c1 (stereo not drawn),-3,nt,nt,nt,26,nt,nt,nt,-19,-21,-6
COc1ccccc1CNC(=O)COc1ccccc1C(=O)c1cnn(-c2ccccc2)c1,-30,-141,-9,-47,-64,-45,-16,10,11,-21,12
CC(C)[C@H](NC(=O)N1CCn2c1nc1ccccc12)C(=O)NC1CCCCC1,7,-11,-10,14,7,2,12,3,-4,-2,-19
COC(=O)c1ccccc1S(=O)(=O)N1CCC(C(=O)Nc2ccc(N3CCOCC3)cc2)CC1,2,0,-11,1,1,-8,-16,2,1,11,5
COc1ccc(CNc2ccccn2)c(O)c1,11,-9,9,-26,-3,-4,-7,6,-11,4,-2
C=CCNC(=O)c1ccc(Sc2ccc(C)cc2)c([N+](=O)[O-])c1,13,9,4,-10,8,15,2,-5,-5,-12,4
O=C(O)c1nc(NCc2ccccc2)ncc1Cl,9,-8,-1,18,19,10,1,-4,7,-12,0
Cn1c(Cc2ccccc2)nnc1SCc1cc(=O)n2ccsc2n1,7,-9,1,-19,4,3,-5,20,0,13,15
C=CCNC(=O)N[C@@H](CCSC)C(=O)OC,-22,1,-8,10,-1,-15,17,-6,-9,-26,3
c1ccc2cc3c(NCCN4CCOCC4)ccnc3cc2c1,8,-18,-9,62*,71,42,-84,-13,-39,-62,27
O=C1CCC(=O)N1c1ccc(-c2nc3ccccc3s2)cc1,-9,-27,1,-19,-126,1,-12,-14,90*,83*,78*
COc1ccc(NC(=O)CSc2nc3nc(C)cc(C)c3c(=O)[nH]2)cc1OC,-9,3,1,0,0,-4,-10,2,10,7,-5
O=C(CCCc1ccccc1)N1CCc2ccccc21,-28,-66,-48,-115,-154,-71,19,-18,12,-26,25
CCCc1cc(=O)[nH]c(SCC(=O)Nc2nc3ccc(OCC)cc3s2)n1,-13,-21,-5,-12,-23,-1,-4,1,-6,-7,-3
# Following part.
SMILES,COUP-TFII inh,Shn3 inh set2,LMP1 NFkB inh,NCOA1 inh,NR5A2 inv ag,NCOA3 inh,CF NFkB inh,KKLEB cytotox,TWEAK-Fn14 inh,TROY NFkB inh,C8 TRAIL sens
O=C(Cc1cccc2ccccc12)NCCc1ccccc1,-12,18,-5,7,-24,-5,-9,-1,14,5,-3
O=C(Cn1cnc2c(cnn2-c2ccc(F)cc2)c1=O)NCC1CCCO1 (stereo not drawn),-14,-14,7,-11,15,1,-1,-2,-1,-10,5
COc1ccc(C(=O)Nc2ccc(NC(=O)c3ccco3)cc2)cc1,-20,-4,7,13,13,14,-1,14,4,-6,18
COC(=O)c1c(NC(=O)c2cnccn2)sc2c1CCC2,-6,-3,-7,-19,24,-21,-2,7,-13,-33,-11
C=CCOc1cccc(CNc2cccc(C(=O)O)c2)c1,-13,-50,-16,-34,-53,-19,-6,7,-4,-41,10
CCn1nnc(NC(=O)C(C)Oc2ccc(Cl)cc2Cl)n1 (stereo not drawn),-25,-3,-5,8,3,14,-3,0,1,-11,-6
O=C(CSc1ccc(F)cc1)Nc1ccc(N2CCOCC2)c(Cl)c1,10,-23,-1,-46,11,-1,3,-4,-21,-19,-2
Cc1cc(C)c2c3c(sc2n1)C(=O)N(c1ccccc1)CC(=O)N3,-13,5,-3,6,-2,15,3,7,-2,3,8
COCCN(C)C(=O)CCc1nnc(Cc2ccc(-c3ccccc3)cc2)o1,15,nt,-1,0,2,11,6,6,-15,-7,-5
CN1C(=S)NC(C)(C)CC1(C)c1ccc(O)cc1O (stereo not drawn),0,-12,-4,1,15,1,-5,-6,3,7,4
Clc1ccc(-c2nnc(CCc3ccccc3)o2)c(Cl)c1,-55,-92,-43,-99,-122,-78,23,-4,-25,-21,-6
CNC(=O)c1ccsc1NC(=O)CCS(=O)(=O)c1ccc(Cl)cc1,-15,10,10,-32,13,-42,6,16,-5,-3,27
Cc1cc(C)c(S(=O)(=O)c2ccccc2)c(N2CCOCC2)n1,-16,9,-23,6,-4,2,3,-5,4,12,-2
Cc1ccc(C(=O)Nc2c3c(nn2-c2ccccc2)CS(=O)(=O)C3)cc1C,8,-1,4,-16,29,15,-6,2,-18,9,-9
COc1cccc(/C=N/Nc2ccc(S(=O)(=O)Nc3ccccc3C(=O)O)cc2[N+](=O)[O-])c1O,10,1,3,-4,-6,-15,14,5,-22,30,-6
O=C(NCc1ccccc1Cl)C1CCN(S(=O)(=O)c2ccc(F)cc2)CC1,-11,-6,-3,4,5,-4,6,1,11,5,1
Cc1cc(-n2c(C)cc(C(=O)COc3cc(F)ccc3[N+](=O)[O-])c2C)no1,14,-19,-1,-21,-10,3,0,2,4,-4,6
CCCCn1c(N)c(N(CCC(C)C)C(=O)COC(=O)c2ccc(CC)cc2)c(=O)[nH]c1=O,23,20,4,-8,-1,5,-6,-2,8,-11,6
C=CCN1C(=O)C(CC(=O)O)S/C1=N/N=C/c1ccc(N(CC)CC)cc1 (stereo not drawn),2,3,4,-19,-24,-25,-17,-16,-1,9,7
COc1ccc(-n2cnnc2SCCC#N)cc1,2,6,-13,-4,6,9,4,2,-1,-16,13
